Bioassay records as filed in PubChem BioAssay.
Bcl-B Bim block = disrupts Bim peptide binding to human Bcl-B. Q9HD36. bead-based flow cytometry. inhibition, % at 10 µM. 190,000 compounds, 0.073% hits;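 also: 0% = tracer peptide without compound and 100% = reference inhibitor peptide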
RGS4-Gao reg = human RGS4-Galphao interaction regulation; AID 1415; 220,000 compounds, 0.33% hits; binding response (% of control), % at 10 µM; Multiplexed bead flow cytometry, RGS4-Galphao binding; actives lie on both sides; P09471; in the data active = binding response below about 49% or above about 150%; inactive = in between;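 also: fluorescent Galphao activated with aluminum fluoride binding bead-coupled RGS4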
Bim-Bcl-W = human Bim-Bcl-W interaction inhibition | 190,000 compounds, 0.02% hits | bead-based flow cytometry, Bim peptide-Bcl-W binding | Q92843 | inhibition, % at 10 µM;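 also: 0% = bound tracer without compound and 100% = peptide blocker; higher means less fluorescent Bim peptide bound to Bcl-W beads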
Target sequence (Q92843 whole entry, looked up): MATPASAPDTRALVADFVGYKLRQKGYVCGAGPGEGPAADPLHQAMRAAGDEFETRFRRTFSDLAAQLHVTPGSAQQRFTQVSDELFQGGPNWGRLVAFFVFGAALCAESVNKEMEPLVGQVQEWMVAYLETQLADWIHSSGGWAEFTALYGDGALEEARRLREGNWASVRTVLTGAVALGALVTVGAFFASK
RGS7-Gao reg = modulates binding of RGS7 to human Galphao; P09471; Multiplexed bead flow cytometry; actives lie on both sides; binding response (% of control), % at 10 µM; 220,000 compounds, 0.35% hits; AID 1439; in the data active = binding response below about 49% or above about 150%; inconclusive = no clear call, values can overlap the other calls; inactive = in between;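 also: fluorescent Galphao held in activated GDP-AlF4 state binding bead-coupled RGS7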
Bcl-2 Bim block = inhibitors of Bim-Bcl-2 interaction, human; inhibition, % at 10 µM; P10415; 190,000 compounds, 0.06% hits; Bead-based flow cytometry, Bim peptide-Bcl-2 binding; in the data active = inhibition above about 40%; inconclusive = no clear call, values can overlap the other calls;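 also: 0% = no compound wells with probe peptide and 100% = reference peptide inhibitor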
Target sequence (P10415 whole entry, looked up): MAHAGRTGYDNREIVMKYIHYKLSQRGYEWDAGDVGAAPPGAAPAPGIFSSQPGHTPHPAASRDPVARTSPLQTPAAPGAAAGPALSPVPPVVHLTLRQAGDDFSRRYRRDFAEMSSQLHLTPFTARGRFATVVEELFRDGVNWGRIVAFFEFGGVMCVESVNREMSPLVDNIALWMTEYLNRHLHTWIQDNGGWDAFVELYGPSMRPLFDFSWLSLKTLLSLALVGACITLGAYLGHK
Mcl1-Bid inh = Mcl-1/Bid interaction inhibition. 220,000 compounds, 0.97% hits. TR-FRET Mcl-1/Bid-Dy647 peptide binding, 1536-well. inhibition, % at 21.7 µM. Q07820;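 active = compounds that cut the binding signal by more than half at the single screening dose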;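 also: His-tagged Mcl-1 with europium anti-His antibody binding Bid BH3 peptide; 0% = Mcl-1 plus peptide wells and 100% = peptide-only wells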
Target sequence (Q07820 whole entry, looked up): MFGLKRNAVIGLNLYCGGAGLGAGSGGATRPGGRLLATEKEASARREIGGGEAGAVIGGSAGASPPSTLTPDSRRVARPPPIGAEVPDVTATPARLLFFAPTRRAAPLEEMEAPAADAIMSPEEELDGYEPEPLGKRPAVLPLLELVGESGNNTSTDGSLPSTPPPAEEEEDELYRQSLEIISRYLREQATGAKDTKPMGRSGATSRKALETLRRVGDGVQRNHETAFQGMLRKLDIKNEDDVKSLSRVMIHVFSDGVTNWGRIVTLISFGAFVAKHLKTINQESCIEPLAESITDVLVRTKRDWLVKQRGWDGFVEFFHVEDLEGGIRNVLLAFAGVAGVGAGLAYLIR
Bim-Bfl-1 = disrupts Bim binding to human Bfl-1 | Bead-based flow cytometry, Bim-Bfl-1 binding inhibition | Q16548 | 190,000 compounds, 0.12% hits | inhibition, % at 10 µM;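 also: 0% = wells without compound plus tracer and 100% = blocker peptide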
Bcl-XL Bim block = disrupts Bim peptide binding to human Bcl-XL. inhibition, % at 10 µM. bead flow cytometry, fluorescence. AID 1007. 190,000 compounds, 0.04% hits. Q07817
Target sequence (Q07817 whole entry, looked up): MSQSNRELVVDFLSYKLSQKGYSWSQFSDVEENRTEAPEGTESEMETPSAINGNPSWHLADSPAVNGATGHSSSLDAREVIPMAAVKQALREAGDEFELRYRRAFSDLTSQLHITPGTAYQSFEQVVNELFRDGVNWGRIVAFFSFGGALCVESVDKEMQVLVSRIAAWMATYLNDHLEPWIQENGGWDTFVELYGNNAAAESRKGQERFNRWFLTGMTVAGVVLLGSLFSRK
RGS8-Gao = regulators of human RGS8-Galphao interaction; multiplexed bead flow cytometry, RGS8-Galphao binding; actives lie on both sides; response (percent of control binding), % at 10 µM; 220,000 compounds, 0.34% hits; in the data active = response below about 60% or above about 140%; inactive = in between;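 also: Galphao activated as the GDP aluminium fluoride complex binding bead-coupled RGS8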
Mcl1-Noxa inh = Mcl-1/Noxa interaction inhibition; Q07820; TR-FRET Mcl-1/Noxa peptide binding, 2 h; inhibition, % at 21.7 µM; 220,000 compounds, 1.5% hits;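 active = compounds that cut the protein-peptide binding signal by more than 50% relative to plate controls in a single-dose test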;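 also: His-tagged Mcl-1 with rhodamine Noxa BH3 peptide and terbium anti-His antibody; 0% = Mcl-1 plus Noxa peptide wells and 100% = peptide-only wells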
Mcl-1 Bim block = disrupts Bim peptide binding to human Mcl-1. inhibition, % at 10 µM. 190,000 compounds, 0.1% hits. Bead-based flow cytometry, Bim peptide-Mcl-1 binding;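 also: 0% = no compound tracer wells and 100% = peptide blocker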
Numbers without * were called inactive; ? = inconclusive; . = no result given. Rule as the data show it, unless noted: active = inhibition above about 40%. Not a hit list; any-hit rate near 2.7%.

Fields – Bcl-B Bim block | RGS4-Gao reg | Bim-Bcl-W | RGS7-Gao reg | Bcl-2 Bim block | Mcl1-Bid inh | Bim-Bfl-1 | Bcl-XL Bim block | RGS8-Gao | Mcl1-Noxa inh | Mcl-1 Bim block
- Cc1cc(C)nc(SCC(=O)NC2CCCC2)n1
  0 | 106 | 0 | 104 | -4 | 1 | -2 | -1 | 104 | -10 | 0
- O=C(NCCCN1CCOCC1)C1CC(=O)N(C2CCCCC2)C1 (centres undefined)
  1 | 105 | 3 | 98 | 3 | 22 | 5 | -5 | 113 | 8 | -2
- Cc1ccc(NCc2nc3ccccc3n2C)cc1
  -6 | 100 | 2 | 101 | -6 | -49 | -8 | -11 | 103 | 18 | 1
- Cc1ccc(NCC(=O)NNC2=NCCC2)c(C)c1
  -7 | 91 | -2 | 98 | -2 | -24 | -1 | -1 | 92 | 18 | -6
- COC(=O)c1[nH]c2ccc(Cl)cc2c1NC(=O)CCN1CCOCC1
  -2 | 104 | 1 | 100 | -2 | -13 | -9 | 0 | 103 | 6 | 3
- COc1cc(-c2nc(=S)[nH][nH]2)cc(OC)c1OC
  -11 | 102 | -3 | 106 | -7 | -65 | -1 | -5 | 102 | 14 | -3
- CCOc1ccc(Br)cc1CN(CC)CC
  . | 102 | . | ? | . | -8 | . | . | 100 | -1 | .
- O=C(NCc1cccs1)C(=O)NCC1OCCCN1S(=O)(=O)c1ccccc1 (centres undefined)
  -4 | 97 | -1 | 96 | -4 | -14 | -13 | -6 | 98 | -1 | 0
- O=[N+]([O-])c1cc(S(=O)(=O)NC2=NCCCCC2)ccc1Cl
  -1 | 94 | 0 | 106 | -4 | -7 | -6 | 0 | 96 | -1 | 0
- O=C(Cc1ccc(Cl)cc1)NC1CC1
  -3 | 102 | -1 | 103 | 1 | -7 | -5 | 0 | 105 | 3 | 0

3 compounds already listed, sorted by molecular weight, ascending.
Fields – Bcl-B Bim block | RGS4-Gao reg | Bim-Bcl-W | RGS7-Gao reg | Bcl-2 Bim block | Mcl1-Bid inh | Bim-Bfl-1 | Bcl-XL Bim block | RGS8-Gao | Mcl1-Noxa inh | Mcl-1 Bim block
- Cc1ccc(NCc2nc3ccccc3n2C)cc1
  -6 | 100 | 2 | 101 | -6 | -49 | -8 | -11 | 103 | 18 | 1
- O=C(NCCCN1CCOCC1)C1CC(=O)N(C2CCCCC2)C1 (centres undefined)
  1 | 105 | 3 | 98 | 3 | 22 | 5 | -5 | 113 | 8 | -2
- O=C(NCc1cccs1)C(=O)NCC1OCCCN1S(=O)(=O)c1ccccc1 (centres undefined)
  -4 | 97 | -1 | 96 | -4 | -14 | -13 | -6 | 98 | -1 | 0

Later entries.
Fields – Bcl-B Bim block | RGS4-Gao reg | Bim-Bcl-W | RGS7-Gao reg | Bcl-2 Bim block | Mcl1-Bid inh | Bim-Bfl-1 | Bcl-XL Bim block | RGS8-Gao | Mcl1-Noxa inh | Mcl-1 Bim block
- CC(=O)NC1=NN(C(C)=O)C(C)(CS(=O)(=O)c2ccc3ccccc3c2)S1 (centres undefined)
  -4 | . | -3 | . | -6 | -10 | -2 | -4 | . | 15 | -3
- CCC(CC)C(=O)Nc1ccc([N+](=O)[O-])cn1
  -3 | 105 | 1 | 104 | -3 | -35 | -4 | -4 | 103 | 7 | -2
- O=C(CSc1ncc(-c2ccccc2)n1-c1ccccc1)NCc1ccco1
  -9 | 100 | -3 | 101 | -10 | 12 | -18 | -12 | 102 | 17 | -7
- Cc1ccn2cc(CNC(=O)c3cccs3)nc2c1
  -1 | 96 | -4 | 105 | -5 | -24 | -5 | -1 | 99 | 13 | -3
- CCN1C=CC(=C2C(=O)c3ccccc3C2=O)C=C1
  -9 | 98 | 0 | 104 | -11 | -19 | -18 | -10 | 102 | -9 | -4
- COC(=O)c1sccc1NC(=O)CC1C(=O)NCCN1C(=O)Nc1ccc(C(F)(F)F)cc1 (centres undefined)
  . | 114 | . | ? | . | -13 | . | . | 102 | 6 | .
- COc1ccc(/C=C/c2nnc(NC(=O)CSc3ccc(Cl)cc3)s2)cc1
  -9 | 100 | -8 | 100 | -3 | -16 | -6 | -9 | 100 | -16 | -5
- Cn1c(SCC(=O)c2ccc(F)cc2)nc2cccnc21
  -1 | 91 | -2 | 86 | -4 | -9 | -7 | -3 | 92 | 1 | 0
- CCc1ccccc1N1CC(C(=O)O)CC1=O (centres undefined)
  -5 | 102 | -1 | 97 | -8 | 3 | -12 | -3 | 102 | 9 | 0
- Cc1cccn2c(=O)c3cc(C#N)c(=O)n(-c4c(C)n(C)n(-c5ccccc5)c4=O)c3nc12
  -6 | 102 | 4 | 100 | -9 | -31 | -13 | -4 | 100 | 8 | 0
- N#CC1=C(c2ccccc2)/C(=C/c2ccccc2)OC1=O
  -10 | 99 | 0 | 101 | -6 | 8 | -10 | -10 | 97 | 11 | -4
- C=CCNc1nc(-c2ccc([N+](=O)[O-])cc2)cs1
  -7 | 105 | -5 | 102 | -5 | -83 | -1 | -3 | 106 | 3 | -4
- CCC(=O)N1c2ccc(S(=O)(=O)CCC(=O)NCc3cccs3)cc2CC1C (centres undefined)
  -1 | 97 | 0 | 95 | 0 | 0 | 1 | -1 | 101 | 11 | -3
- C(=C\CSc1ncn[nH]1)/CSc1ncn[nH]1
  -8 | 103 | 2 | 101 | -9 | -6 | -15 | -3 | 100 | 24 | -4
- COc1ccc(C2=NOC(C(=O)NC3CCCCC3)C2)cc1OC (centres undefined)
  -4 | 99 | 1 | 102 | -5 | 5 | -5 | -3 | 98 | -10 | 2
- COc1cccc(-c2nn(-c3ccccc3)cc2CN(C)Cc2ccno2)c1
  -1 | 106 | 0 | 100 | -6 | -64 | -4 | -1 | 102 | 4 | 1
- O=[N+]([O-])c1cc2oc3c(c2c(C=NCc2ccncc2)c1O)CCCC3
  2 | 98 | -3 | 97 | 7 | -36 | 5 | -4 | 100 | 43 | -3
- COc1ccc(NC(=O)CCSCCC(=O)Nc2ccc(OC)cc2OC)c(OC)c1
  -2 | 103 | -1 | 103 | -2 | -37 | -7 | -2 | 104 | 26 | 0
- Cn1nc(C(F)(F)F)c2cc(C(=O)Nc3ccc(Cl)cc3)sc21
  -4 | 100 | 0 | 103 | -1 | -12 | 3 | -2 | 102 | -17 | -1
- CC(NC(=O)CC12CC3CC(CC(C3)C1)C2)C(=O)O (centres undefined)
  -8 | 98 | 1 | 99 | -7 | -10 | -9 | -5 | 102 | 5 | 1
- COc1ccc(CN(C(=O)c2ccccc2OC)C2CCS(=O)(=O)C2)cc1 (centres undefined)
  -3 | 99 | 13 | 99 | -1 | -2 | -3 | -2 | 100 | 8 | 20
- CC(CNC(=O)c1ccc(-c2ccccc2)cc1)CN(C)C (centres undefined)
  -7 | 105 | 0 | 102 | -6 | 1 | -18 | -10 | 101 | -1 | -2
- CCN(CC)S(=O)(=O)c1cccc(-c2nnc(SCCCC(=O)c3ccccc3)o2)c1
  -7 | 98 | -4 | 99 | -7 | -37 | -12 | -2 | 101 | -38 | -2
- COc1ccc(C)cc1NC(=O)c1ccc2c(c1)OCO2
  -7 | 109 | -2 | 105 | -11 | 3 | -15 | -2 | 102 | 3 | -3
- S=c1[nH]nc(CN2CCCCC2)n1-c1ccc(Cl)cc1
  -14 | 102 | -3 | ? | 0 | -76 | -1 | -4 | 98 | 11 | 0
- COc1cc(OC)c2ccc(=O)oc2c1C(CCN1CCCC(C)C1)c1ccc2c(c1)OCO2 (centres undefined)
  . | 102 | . | ? | . | -44 | . | . | 101 | 6 | .
- Cc1nn(-c2ccccc2)c2nc(-c3ccncc3)cc(C(=O)NCc3ccco3)c12
  -16 | 105 | 2 | 102 | -7 | 24 | 0 | -3 | 102 | 31 | -3
- O=C(NCc1ccc(F)cc1)C1CCC(CNc2c(N3CCCCC3)c(=O)c2=O)CC1 (centres undefined)
  . | 118 | . | . | . | -47 | . | . | 112 | 11 | .
- Cc1ccc2cc(CN(C(=O)c3ccco3)c3cccc(C)c3C)c(=O)[nH]c2c1
  . | 101 | . | ? | . | 2 | . | . | 95 | 18 | .
- O=C(Cn1nnc(-c2ccccc2NC(=O)C2CC2)n1)NC1CCCCC1
  -4 | 96 | -2 | 94 | 0 | -5 | -3 | -3 | 100 | 18 | -2
- Cn1c(SCc2nc(-c3ccc(Cl)cc3)no2)nnc1-c1cccs1
  0 | 106 | -4 | 103 | 0 | -4 | -3 | 0 | 101 | 24 | -2
- Cc1cc(C(=O)NNC(=S)NC(C)c2ccccc2)cs1 (centres undefined)
  -2 | 111 | -1 | 114 | -14 | -57 | 2 | 0 | 132 | -26 | 0
- CS(=O)(=O)Nc1ccc(C2=NN(S(C)(=O)=O)C(c3ccc4c(c3)OCO4)C2)cc1 (centres undefined)
  -9 | 100 | -3 | 102 | -4 | -11 | -8 | -8 | 100 | -11 | -8
- O=C(Nc1cccc(C(=O)N2CCOCC2)c1)c1ccccc1
  -4 | 103 | 0 | 105 | -1 | -3 | -9 | -1 | 107 | 8 | 6
- O=C(CN1C(=O)C2C3CCC(C3)C2C1=O)NCc1ccco1 (centres undefined)
  0 | 97 | 2 | 103 | 0 | -31 | 0 | 3 | 102 | 9 | 4
- CC(C)c1ccc(/C=N/NC(=O)c2ccccn2)cc1
  . | 99 | . | ? | . | -37 | . | . | 101 | -3 | .
- Cc1sc(NC(=O)c2sc3nc4c(C)cccc4cc3c2N)c(C#N)c1C
  -5 | 89 | -3 | 90 | -1 | 97* | -4 | -4 | 97 | 96* | 0
- CCOC(=O)Cc1csc(CC(N)=O)n1
  . | 103 | . | ? | . | -19 | . | . | 99 | 10 | .
- Cn1c(=O)c2c(SCc3cccnc3)nc(C3CC3)nc2n(C)c1=O
  -4 | 97 | 3 | 98 | 5 | -14 | 3 | 2 | 95 | 8 | -1
- COc1ccc(-c2noc(C3CCCN(C(=O)CCc4ccccc4)C3)n2)cc1 (centres undefined)
  0 | 99 | -1 | 98 | -6 | -18 | -2 | -1 | 102 | 4 | -3
- CC(C)(C)C(=O)Nc1nc2ccc(S(C)(=O)=O)cc2s1
  -3 | 101 | -11 | 100 | -1 | -2 | -1 | -12 | 99 | 5 | -22
- CCCOc1ccc(C2C(C(=O)c3ccco3)=C(O)C(=O)N2CCCn2ccnc2)cc1 (centres undefined)
  -6 | 101 | -1 | 99 | -8 | -47 | -8 | -5 | 99 | -9 | 4
- c1ccc(C2CC(c3cccs3)n3nnnc3N2)cc1 (centres undefined)
  0 | 107 | -1 | 104 | -2 | -17 | 2 | 1 | 100 | -2 | -1
- CC/C(=N\NC(=O)CNC(=O)/C=C/c1ccco1)c1ccccc1
  -6 | 102 | -1 | 102 | -7 | -1 | -9 | -7 | 104 | -13 | -4
- COc1cccc(-c2ccc3c(N)c(C(=O)NC4CC4)sc3n2)c1
  . | 97 | . | ? | . | -26 | . | . | 97 | 22 | .
- C=CCN(CC=C)CCOc1cccc(Oc2ccccc2)c1
  -3 | 102 | 0 | ? | -2 | 8 | -6 | -3 | 101 | 23 | -4
- O=C(NCC1CCCO1)C1CCCN(S(=O)(=O)c2cccc3nsnc23)C1 (centres undefined)
  16 | 109 | 14 | 102 | 16 | -1 | 18 | 20 | 125 | -9 | 16
- CC(NC(=O)OC(C)(C)C)C(=O)N1CCCC1C(=O)NC(Cc1ccccc1)C(N)=O (centres undefined)
  -8 | 107 | 3 | 106 | -4 | -15 | -5 | 8 | 107 | 7 | 0
